BRCA1 expr act: increases BRCA1 expression | MCF7-BRCA1-FFLuc reporter, luminescence, 48 h; response scale: scaled: vehicle 0%, 10 µM genistein 100% | Potency, µM (highest dose often 46.1 µM), without a hit: top-dose activation, hits mostly activators | 1.1% of 380,000 active | AID 624202; also: potency is read from the fitted curve at half-maximal effect; nearly all actives have a fitted effect of over 80% in size; some results filed as inactive show a strong effect at the top dose
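Luminescence from a BRCA1-driven firefly luciferase in MCF7 cells was read after 48 h compound exposure at 37 C. Data normalized against DMSO and a 10microM genistein activation control, then curve-fitted across the titration.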
Integrin act MD: activators of alpha7 integrin expression for muscular dystrophy. Potency, µM (series often up to 38.3 µM), without a hit: top-dose activation, usual class: activators. alpha7betagal myoblasts, beta-gal FDG fluorescence, 48 h. 0.064% of 350,000 active. AID 624291;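 also: potency is read from the fitted curve at half-maximal effect; 100% = response of the positive control SU9516; nearly all actives have a fitted effect of over 60% in size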
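alpha7betagal+/- myoblasts (passage 13, 250/well) treated 48 h at 37C with compounds at 1:260 dilution of DMSO stock. Lysed, then beta-galactosidase activity read as FDG fluorescence (ex 480/em 540) after 30 min, with pre-read for autofluorescence.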
ASM inhibitor: inhibitors of human secretory acid sphingomyelinase; placental ASM, HMU-PC fluorogenic substrate, 60 min; Potency, µM (titrated, usually from 57.5 µM), for the others: top-dose activity change, negative = inhibition, hits mostly inhibitors; 0.006% of 340,000 active; also: potency is read from the fitted curve at half-maximal effect
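Fluorescence read-out (Ex 386 nm, Em 447 nm) after stopping the reaction at pH 10. Enzyme: ASM from human placenta; substrate HMU-PC0, 9 uM final; 60 min, 37 °C. Compound preincubation 10 min, ambient temperature.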
p53 reactivator: mutant p53 re-activation in reporter cells; H1299 p53-A138V BP100-luciferase reporter, luminescence, 24 h; Potency, µM (doses to about 92.2 µM), inactives show at the highest dose activity change, positive = activation, hits mostly activators; 0.063% of 320,000 active; AID 504706; also: potency is read from the fitted curve at half-maximal effect; % of control where 0% means no effect; nearly all actives have a fitted effect of over 45% in size
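p53-null H1299 cells stably carrying temperature-sensitive p53-A138V and a BP100-luciferase reporter were pinned with compounds (4-point, 1:5 series) and held 24 hrs at 37 deg C. Luminescence was read 10 min after detection reagent.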
uPA generation: blocks generation of uPA at the cell surface; cell surface uPA generation assay, qHTS; AID 540303; Potency, µM (top dose mostly 38.3 µM), for the others: at the top dose activity change, negative = inhibition, usual class: inhibitors; 0.31% of 330,000 active; active = well fitted inhibition curve with a large enough effect; inconclusive = small, poorly fitted or top-dose-only effect; inactive = no such curve, though single readings can be large or run the other way; tested in mouse RAW 264.7 cells; also: potency is read from the fitted curve at half-maximal effect; % is scaled to controls: 0 for no effect and ±100 for the full control effect; nearly all actives have a fitted effect of over 55% in size
USP2a block: USP2a (human) protease inhibition; USP2 core, Ub-CHOP2 coupled fluorogenic reporter, 485/531; Potency, µM (top dose mostly 38.3 µM), for the others: at the highest dose activity change, negative = inhibition, hits mostly inhibitors; 0.01% of 330,000 active; AID 463254;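 also: potency is read from the fitted curve at half-maximal effect; plate controls were DMSO wells for no effect and full inhibition by NEM control for full effect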
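Deubiquitinase activity read as fluorescence (485/531 nm) after Ub-CHOP2 cleavage activates the enterokinase reporter on its substrate; USP2 core 10nM, Ub-CHOP2 and substrate 25nM each, 30min compound preincubation then 60min RT; data normalized to NEM, curves fitted.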
ELG1 genotoxic: inducers of genotoxicity in HEK293T ELG1-luciferase cells; HEK293T ELG1-luciferase reporter, luminescence, 16 h; Potency, µM (top dose mostly 46 µM), without a hit: at the top dose activity change, positive = activation, usual class: activators; 1.3% of 330,000 active; also: potency is read from the fitted curve at half-maximal effect; % of control where 0% means no effect; nearly all actives have a fitted effect of over 60% in size
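After overnight (16 hr) compound treatment at 37 °C, ELG1-luciferase HEK293T cells were lysed with ONE-Glo; luminescence quantified 30 min later at room temperature.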
B2AR arrestin: agonists driving beta-arrestin recruitment to human beta2-adrenergic receptor | 0.02% of 330,000 active | P07550 | Potency, µM (doses to about 46.1 µM), without a hit: at the top dose activation, most hits filed as activators | AID 492947 | beta-arrestin recruitment to beta2AR, cell-based reporter;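 also: potency is read from the fitted curve at half-maximal effect; 0% = DMSO controls and full agonism = EC100 isoproterenol or metaproterenol; nearly all actives have a fitted effect of over 65% in size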
TRPV1 agonist: agonists of human vanilloid receptor 1 (TRPV1); Q8NER1; TRPV1-expressing cells, Fluo-8 calcium influx, agonist mode; activation, % at 8.33 µM; 0.19% of 320,000 active; AID 540275; in the data active = activation above about 80%; inconclusive = between about 30% and that limit; also: 0% is about no effect
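TRPV1-expressing cells were cultured overnight at 35.5C and loaded with Fluo-8 calcium dye for 40 to 90 min at room temperature. After a 10 s baseline, compound was added and calcium influx was read kinetically for 3 min (ex 480/em 520 nm).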
TSG101-PTAP inh: blocks PTAP/TSG101 interaction to inhibit HIV-1 budding; Potency, µM (titrated, usually from 115 µM), without a hit: top-dose activity change, negative = inhibition, usual class: inhibitors; Fluorescence polarization, FITC-PTAP peptide / Tsg101 binding; AID 493005; 340,000 tested, under 10 active; active = well fitted inhibition curve with a large enough effect in the main read-out, with a control signal flat, not every such curve was filed as active; inconclusive = small, poorly fitted or top-dose-only effect, or effect the other way, or a change in a side signal; inactive = no such curve, though single readings can be large or run the other way; also: potency is read from the fitted curve at half-maximal effect; % of control where 0% means no effect
Target sequence (Q99816 whole entry, looked up): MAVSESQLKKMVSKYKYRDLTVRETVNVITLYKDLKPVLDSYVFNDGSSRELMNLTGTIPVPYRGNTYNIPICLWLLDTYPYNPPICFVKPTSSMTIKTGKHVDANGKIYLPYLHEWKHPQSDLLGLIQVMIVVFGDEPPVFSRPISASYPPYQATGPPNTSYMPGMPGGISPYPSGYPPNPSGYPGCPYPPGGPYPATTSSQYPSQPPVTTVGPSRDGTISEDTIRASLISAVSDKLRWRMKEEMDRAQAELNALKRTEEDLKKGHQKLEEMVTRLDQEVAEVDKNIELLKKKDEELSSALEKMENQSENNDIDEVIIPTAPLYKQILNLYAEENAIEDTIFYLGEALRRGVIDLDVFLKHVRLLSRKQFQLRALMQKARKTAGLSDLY
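Tsg101 binding domain (10 uM final) was mixed with compound and a FITC-labeled PTAP peptide (50 nM final) in HEPES pH 7.5 buffer with NaCl, Tween 20, EDTA and TCEP; fluorescence polarization was read after 20 min at r.t.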
Eya2 phos inh: inhibitors of human Eya2 phosphatase activity; recombinant Eya2, OMFP fluorescence dephosphorylation (OMFP is methylfluorescein phosphate); Potency, µM (titrated, usually from 76.9 µM), without a hit: at the top dose activity, negative = inhibition, actives largely listed as inhibitors; O00167; 0.006% of 330,000 active; also: potency is read from the fitted curve at half-maximal effect; % is scaled to controls: 0 for no effect and ±100 for the full control effect
Target sequence (O00167 whole entry, looked up): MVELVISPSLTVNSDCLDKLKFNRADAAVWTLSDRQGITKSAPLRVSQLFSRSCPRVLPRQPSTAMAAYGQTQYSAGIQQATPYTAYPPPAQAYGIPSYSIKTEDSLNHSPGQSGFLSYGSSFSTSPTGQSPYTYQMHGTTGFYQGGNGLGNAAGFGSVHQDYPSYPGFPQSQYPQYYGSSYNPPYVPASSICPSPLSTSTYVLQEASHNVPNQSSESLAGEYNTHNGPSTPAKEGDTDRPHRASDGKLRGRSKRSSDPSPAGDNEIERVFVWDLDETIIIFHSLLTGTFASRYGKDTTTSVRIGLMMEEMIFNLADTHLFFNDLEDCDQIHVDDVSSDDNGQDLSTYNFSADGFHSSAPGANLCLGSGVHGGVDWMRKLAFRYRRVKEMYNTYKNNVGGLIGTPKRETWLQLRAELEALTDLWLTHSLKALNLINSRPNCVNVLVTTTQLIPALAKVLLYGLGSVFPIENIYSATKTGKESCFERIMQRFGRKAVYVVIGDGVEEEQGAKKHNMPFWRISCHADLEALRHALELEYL
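Eya2 (0.2 uM) preincubated 10 min at ambient with compound, then OMFP substrate added at 50 uM; 10 min reaction in 50 mM HEPES pH 7.5, 50 mM NaCl, 5 uM MgCl2, 0.05% BSA, 1 mM DTT. Fluorescence read at Ex 485/Em 525 nm.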
An asterisk follows results filed as active; ? = inconclusive; · = no result given; [ ] = dose if it differs, or a comment. Unless noted, calls follow the shape of the dose curve; as a rule, active = well fitted curve in the direction sought with a large enough effect; inconclusive = small, poorly fitted or top-dose-only effect, or another doubt; inactive = no such curve, though single readings can be large; an effect the other way counts as inactive or inconclusive.

SMILES	BRCA1 expr act	Integrin act MD	ASM inhibitor	p53 reactivator	uPA generation	USP2a block	ELG1 genotoxic	B2AR arrestin	TRPV1 agonist	TSG101-PTAP inh	Eya2 phos inh
O=C(/C(=N\Nc1ccccc1)Sc1nnnn1-c1ccccc1)c1ccccc1	-23%	15%	-8%	1%	-2%	1%	-1%	0.8%	16	-2%	3%
Cc1cccc(C=Nc2ccc3c(c2)oc2ccccc23)c1O	86%	20%	-5%	?	-2%	0%	16%	0.0%	-2	-3%	-1%
CC(C)NC(=O)C(OC(=O)c1ccccc1)C(OC(=O)c1ccccc1)C(=O)O (stereo not given)	-5%	29%	9%	-4%	0%	2%	1%	0.4%	0	-5%	11%
O=S(=O)(c1cccs1)N1CCN(CCc2ccccc2)CC1	-25%	8%	1%	·	-1%	0%	-3%	0.1%	2	·	-3%
CC1(C)Cc2c(sc(NC(=O)c3ccc4c(c3)OCCO4)c2C(N)=O)C(C)(C)N1	-10%	-55%[inhibitor]	13%	7%	-11%	6%	1%	-0.1%	-1	0%	-6%
COc1ccc(-c2[nH]c3ccccc3c2SCCNC(=O)c2ccccc2)cc1	-85%[inhibitor]	-9%	-22%	2%	?	-3%	-20%	4.7%	0	0%	-1%
CCn1c(=O)[nH]c2ccccc2c1=O	0%	15%	8%	-2%	1%	0%	2%	0.4%	-1	-8%	6%
CN1CCN(Cc2nc(Cc3cccc(F)c3)no2)CC1c1ccccc1 (stereo not given)	-11%	-8%	-3%	0%	3%	-2%	-3%	3.0%	23	-6%	-2%
Nc1nc(-c2cccnc2)nn1C(=O)c1ccco1	·	·	·	6%	·	1%	1%	0.1%	3	·	-1%
Cc1ccc(C2NC(=O)c3ccccc3O2)cc1 (stereo not given)	3%	-51%	1%	·	13%	1%	-1%	0.5%	3	-1%	-8%
FC(F)(F)c1ccc(N2CCN(c3ncnc4c3nnn4Cc3ccccc3)CC2)nc1	-12%	3%	-1%	2%	7%	3%	-1%	-0.1%	-2	-3%	2%
COCCn1c(C)cc(C(=O)COc2nc3ccccc3nc2C)c1C	-19%	-37%	0%	-14%	-4%	0%	-2%	-0.4%	-2	-7%	9%
O=C1CC(c2nc3ccccc3[nH]2)CN1c1cccc(C(F)(F)F)c1 (stereo not given)	12%	-3%	-6%	10%	-7%	0%	-2%	-2.4%	?	-1%	-3%
CC1(C)CC(C)(O)P(=O)(c2ccccc2)O1 (stereo not given)	11%	15%	3%	24%	0%	3%	1%	-0.1%	-16	-4%	3%
CCN1C(=O)[C@H]2[C@H]3CN=C(SCc4ccc(Cl)cc4)N3[C@@](CC)(C(=O)OC)[C@H]2C1=O	-10%	31%	-7%	0%	7%	1%	-1%	-0.4%	·	-6%	4%
O=C(N/N=C/c1ccccn1)c1ccncc1	41%	1%	-3%	?	5%	1%	?	0.4%	-3	-1%	0%
COc1ccc(NC(=O)CSc2nc3ccccc3nc2N2CCCC2)cc1Cl	-10%	-8%	56%[activator]	·	0%	3%	2%	-1.1%	19	0%	0%
CSCCC(NC(=O)COc1ccccc1)C(=O)OCC(=O)c1ccccc1 (stereo not given)	-5%	29%	-3%	2%	3%	1%	7%	0.1%	-3	-5%	-28%
COC(=O)C1(CC2CC(c3ccccc3)=NO2)CCN(C(=O)OC(C)(C)C)CC1 (stereo not given)	-27%	-21%	0%	·	-8%	·	·	·	·	1%	·
O=C(CN1C(=O)c2ccccc2S1(=O)=O)NCCSC1CCCCC1	-32%	13%	-1%	9%	-1%	0%	1%	-0.5%	4	1%	-14%
O=C1C(Cl)=C(NCCc2ccccc2)C(=O)N1CCc1ccccc1	7.9µM*	-7%	28%	6%	-2%	7%	?	-0.2%	4	-3%	-30%
Cc1ccc(OCC(=O)N2CCCCCC2)c(C)c1	44%	-27%	-1%	?	·	-2%	?	-0.2%	22	-6%	-2%
CN(C)S(=O)(=O)c1ccc(/C(O)=C2/C(=O)C(=O)N(Cc3cccnc3)C2c2ccncc2)cc1 (stereo not given)	-1%	17%	-3%	1%	1%	1%	0%	-0.4%	0	0%	-7%
Cc1ccc(-c2csc(NCCn3c(C(F)(F)F)nc4ccccc43)n2)cc1	-23%	0%	-6%	·	?	0%	0%	-0.3%	?	-1%	-2%
NC(=O)c1cccnc1Oc1ccc(Cl)cc1Cl	14%	10µM*	0%	-3%	-4%	-2%	-1%	-1.1%	2	-3%	5%
COCCn1c(-c2ccc(C#N)cc2)nc2c1c(=O)[nH]c(=O)n2Cc1ccccc1	-5%	4%	65%[activator]	-4%	-3%	0%	3%	0.0%	0	-5%	-10%
C#CCOCCOCCOCCNc1nc(N2CCN(C(=O)[C@H](Cc3ccc(O)cc3)n3cc([C@@H](N)C(C)CC)nn3)CC2)nc(N2CCN(C(=O)[C@H](CCCCN)n3cc([C@@H](N)CO)nn3)CC2)n1 (stereo not given in full)	5%	23%	4%	0%	-2%	4%	5%	-0.1%	4	-2%	1%
COc1ccc(NC(=O)CSc2nnc(-c3ccccn3)n2N)cc1	-2%	-2%	-2%	4%	0%	-2%	4%	-0.2%	2	-2%	-12%
CC(C)(C)C(=O)N1NC(=Nc2ccccc2)SC1(C)C	2%	-1%	0%	-2%	0%	1%	-2%	-0.8%	?	0%	1%
Cc1ccc(C)c2[nH]c(=O)c(CN(Cc3cccs3)C(=S)NCc3ccco3)cc12	-14%	12%	4%	-4%	3%	3%	-11%	-1.0%	1	-4%	6%
O=C1C=C(c2cccc(CO)c2)C[C@@H](c2ccc(F)cc2)C1	13%	-5%	1%	-4%	15%	1%	0%	0.3%	30	-1%	-20%
CCN(CC)CCOC(=O)c1ccc(NC(=O)CSc2nnc(-c3cccs3)n2CC)cc1	-3%	-10%	1%	·	5%	·	·	·	·	1%	·
O=S(=O)(c1cc(-c2nnc(-c3ccc(Br)cc3)o2)ccc1Br)N1CCCCCC1	-69%	25%	-3%	17%	-12%	2%	-5%	0.1%	2	-3%	-19%
O=C(Nc1cccnc1)c1ccc2snnc2c1	6%	2%	3%	4%	-3%	0%	-1%	-0.4%	?	-8%	-9%
O=S(=O)(Cc1ccccc1)Nc1ccccc1Br	5%	19%	-1%	·	2%	0%	7%	0.0%	-2	0%	0%
COC(=O)[C@H](Cc1ccc(O)cc1)NC(=O)Cn1ccc(NC(=O)OCc2ccccc2)nc1=O	0%	0%	-2%	-5%	6%	4%	3%	-1.9%	·	-4%	-4%
CN(C(=O)CSc1nc(C2CC2)n(-c2ccccc2)n1)C1CCS(=O)(=O)C1 (stereo not given)	-22%	-35%	5%	1%	-2%	1%	3%	-0.2%	6	-7%	6%
CC(C)=NOc1nc(NC(=O)NS(=O)(=O)c2ccccc2Cl)nc(N(C)C)n1	-15%	7%	3%	·	-5%	·	·	·	·	-7%	·
O=C(NCCN1CCN(c2cccc(Cl)c2)CC1)c1cccn2c(=O)c3ccccc3nc12	-3%	0%	21%	·	-3%	·	·	·	·	1%	·
CCN(CC)S(=O)(=O)c1ccc(N2CCOCC2)c(NC(=O)C2COc3ccccc3O2)c1 (stereo not given)	-32%	7%	-1%	-1%	-4%	-1%	-9%	0.2%	4	1%	-9%
C=CCn1c(SCCN2CCCC2)nc2c([nH]c3ccccc32)c1=O	-28%	-25%	3%	8%	0%	1%	0%	0.1%	6	-2%	2%
C=CCOC(=O)C(C#N)c1nc2ccccc2nc1N1CCN(c2ccccc2OC)CC1 (stereo not given)	-20%	13%	-8%	1%	15%	4%	-5%	-1.7%	?	-2%	-3%
COc1ccc(-c2cc(-c3ccco3)[nH]c(=O)c2C#N)cc1OC	3%	-32%	·	-4%	-4%	10%	0%	0.3%	·	-8%	-4%
O=C(O)c1ccccc1C(=O)NCC(O)c1ccccc1 (stereo not given)	-2%	-29%	2%	-1%	0%	0%	0%	-0.3%	10	0%	9%
COc1ccc(C(=O)NCC(C)CN(C)C)cc1 (stereo not given)	-3%	-8%	1%	16%	1%	2%	-6%	-0.2%	0	1%	-1%

Taken from above, two compounds:
SMILES	BRCA1 expr act	Integrin act MD	ASM inhibitor	p53 reactivator	uPA generation	USP2a block	ELG1 genotoxic	B2AR arrestin	TRPV1 agonist	TSG101-PTAP inh	Eya2 phos inh
O=C(/C(=N\Nc1ccccc1)Sc1nnnn1-c1ccccc1)c1ccccc1	-23%	15%	-8%	1%	-2%	1%	-1%	0.8%	16	-2%	3%
Cc1cccc(C=Nc2ccc3c(c2)oc2ccccc23)c1O	86%	20%	-5%	?	-2%	0%	16%	0.0%	-2	-3%	-1%

Compound activity as filed in PubChem.

Hits appear at their usual frequency (roughly 2.6% active in at least one column).
